AmpC inh det – Promiscuous and Specific Inhibitors of AmpC Beta-Lactamase (assay with detergent); P00811; purified AmpC, nitrocefin hydrolysis with detergent; Potency, µM (titrated, usually from 28.7 µM), inactives show at the highest dose activity change, negative = inhibition; 71,000 tested, 0.09% active; active = well fitted curve in the direction sought with a large enough effect
Target sequence (P00811 whole entry, looked up): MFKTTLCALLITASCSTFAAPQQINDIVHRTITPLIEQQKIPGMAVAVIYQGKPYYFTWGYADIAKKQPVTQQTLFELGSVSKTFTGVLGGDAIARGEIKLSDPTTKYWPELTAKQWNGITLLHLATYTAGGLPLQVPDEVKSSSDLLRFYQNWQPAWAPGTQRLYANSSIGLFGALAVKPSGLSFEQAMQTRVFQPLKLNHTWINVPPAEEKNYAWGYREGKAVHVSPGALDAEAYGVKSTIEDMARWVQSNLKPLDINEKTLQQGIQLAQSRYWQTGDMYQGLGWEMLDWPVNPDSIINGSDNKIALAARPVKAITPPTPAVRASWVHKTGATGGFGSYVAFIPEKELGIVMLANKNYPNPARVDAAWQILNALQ
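E. coli AmpC (5.3 nM) in 20 mM phosphate pH 7.0 with 0.01% Triton X-100, preincubated 15 min RT with compound; nitrocefin (2 uL of 800 uM stock) hydrolysis followed by 480 nm absorbance every 20 s over 4 min.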
* marks the source's active call; other numbers are inactive results; & = joins results of further samples; [ ] = another dose, or the depositor's remark. % is set by controls: 0 for no effect and ±100 for the full control effect; potency is the fitted concentration of half-maximal effect. Some of the compounds tested, so the mix of outcomes need not match the whole.

SMILES	AmpC inh det
O=C(CN(CC1CCCO1)C(=O)CCC(=O)Nc1nccs1)NCc1ccc2c(c1)OCO2 (configuration not stated)	10%
CCCCNC(=O)CS(=O)Cc1nc(-c2cccs2)oc1C (configuration not stated)	4%
CN1Cc2sc(N)c(C#N)c2CC1(C)C	1%
Cc1nc2cnc(N3CCOCC3)nc2n(C2CC2)c1=O	0%
CCOc1ccccc1N1CC(C(=O)Nc2nccs2)CC1=O (configuration not stated)	-1%
Cc1ccc(C)c(-n2c(SCC(=O)NCC3CCCO3)nnc2-c2ccoc2C)c1 (configuration not stated)	-4%
FC(F)Sc1nnc(-c2cccs2)n1-c1ccccc1	-4%
CCOc1cc(C)c(Cl)cc1S(=O)(=O)NCC1CCCO1 (configuration not stated)	11%
C=CCSc1nnc(NC(=O)CSc2nc3ccccc3o2)s1	-3%
COc1ccc(N2CCn3c2nc2c3c(=O)n(CCc3ccccc3)c(=O)n2C)c(OC)c1	0%
CCOc1ccc(CCNC(=O)C2CCN(c3ccc(N4CCOCC4)nn3)CC2)cc1OCC	15%
COc1ccc(CC(=O)Nc2nccs2)cc1OC	10%
O=C(Nc1ccc2c(c1)OCCO2)c1ccc2nccnc2c1	-2%
CCN(CC)CC[n+]1ccc2c(C)c3[nH]c4ccccc4c3c(C)c2c1	-2%[5.75 µM]
Cc1nc2sc(C(c3ccco3)N3CCN(C(c4ccccc4)c4ccccc4)CC3)c(O)n2n1 (configuration not stated)	10%
CCCn1c(N)c(C(=O)CSc2nnc(-c3ccco3)n2Cc2ccccc2)c(=O)[nH]c1=O	-3%
C[N+](C)(CCCOc1ccccc1)c1ccccc1	2%[12.8 µM]
Nn1cc(-c2ccccc2)nc1SCC(=O)N1CCN(S(=O)(=O)c2ccccc2)CC1	17%
COC(=O)C1=C(C)Nc2ccc(C)cc2S1	12%
Cn1c(Cc2ccccc2)nnc1SCC(=O)N1CCOCC1	-1%
Cn1c(=O)[nH]c(=O)c2c1nc(CN1CCN(c3cccc(Cl)c3)CC1)n2CCCc1ccccc1	10%
OC(CNCC(c1ccco1)N1CCCCC1)c1ccccc1 (configuration not stated)	12%
Cn1c(=O)c2c(nc(CN3CCN(Cc4ccccc4)CC3)n2Cc2ccc(F)cc2)n(C)c1=O	8%
CNCCCCCCCCSc1nc(C(C)C)ccc1C(=O)c1cccs1	-5%
CN1CCc2cc(O)c(O)cc2[C@H](c2ccccc2)C1	-3%

Filtered by structure, the entries above with a Cl atom.
SMILES	AmpC inh det
CCOc1cc(C)c(Cl)cc1S(=O)(=O)NCC1CCCO1 (configuration not stated)	11%
Cn1c(=O)[nH]c(=O)c2c1nc(CN1CCN(c3cccc(Cl)c3)CC1)n2CCCc1ccccc1	10%

Going on with the list.
SMILES	AmpC inh det
O=C(Nc1ccon1)c1ccc(S(=O)(=O)N2CCCCCC2)cc1	2%
Cc1noc(C)c1C(=O)OCC(=O)c1c(N)n(CC(C)C)c(=O)n(C)c1=O	-5%
c1ccn(-c2ncnc3sc4c(c23)CCCC4)c1	-3%
N#CC(C(=O)Nc1ccc(Cl)cc1)=C1Nc2ccccc2N1	-7%
Cc1nn(CCC#N)c2c1P(=S)(N1CCCC1)OC(c1ccc(F)cc1)=N2 (configuration not stated)	-3%
Cc1ccc(-n2nnc3c(=O)n(CC(=O)OCc4ccccc4)cnc32)cc1	9%
O=C(O)c1ccc(NS(=O)(=O)c2ccc3c(c2)OCCO3)cc1	13%
Oc1ccc(-c2nnc(SCC3CCCCC3)o2)cc1	13%
Cc1csc(NC(=O)Nc2cccc(Cl)c2)n1	-2%
CCC1CCCCN1C(=O)Nc1cccc(NC(=O)N2CCCCC2CC)c1 (configuration not stated)	-1%
CN1CCN(c2ncnc3ccc(-c4cccc(C#N)c4)cc23)CC1	-14%
O=C1c2ccccc2-c2nccnc21	11%
Cc1nn(-c2ccccc2)c(Cl)c1C1C(C#N)=C(N)Oc2c1c(=O)oc1ccccc21 (configuration not stated)	12%
CC(C)[C@@H](CC(=O)N[C@@H]1CCNC[C@H]1C(=O)N[C@H](CC(=O)N[C@@H](CCC(=O)O)CC(=O)O)Cc1c[nH]c2ccccc12)NC(=O)C[C@H](CO)NC(=O)[C@@H]1CCCC[C@H]1N	-6%
O=C(CN1C(=O)C2C3C=CC(C3)C2C1=O)NCc1ccc2c(c1)OCO2 (configuration not stated)	-1%
N#CC1=C2C=Cc3ccccc3N2CCCC1=O	-2%
CN(C)c1ccc(/C=C/C(O)=C2/C(=O)N(C)C3(C)CC2c2ccccc2O3)cc1 (configuration not stated)	0%
CC1(C)CC(=O)C2=C(C1)NC(=O)CC2c1ccc(F)cc1 (configuration not stated)	3%
O=S(=O)(Nc1ccc2c(c1)OCCO2)c1ccc2oc3ccccc3c2c1	-2%
CCc1ccc(C(=O)N2CCN(c3ccc(F)cc3)CC2)s1	0%
Oc1ccc(-c2nc3ncccn3c2Nc2ccc3c(c2)OCO3)cc1	-5%
O=C(NCCN1CCCCC1)c1c(O)c2ccccc2[nH]c1=O	11%
CCOCCCn1c(SCC(=O)Nc2ccc(C(N)=O)cc2)nc2ccccc2c1=O	0%
COc1ccc(S(=O)(=O)N2CCC(C(N)=O)CC2)c2ccccc12	-6%
COC(=O)c1ccc(C(NC(=O)OCc2ccccc2)/C(I)=C/[C@@H](C)C(=O)NCc2ccc(OC)c(O)c2)cc1 (some centres not stated)	12%

Carrying on:
SMILES	AmpC inh det
CN(C)c1ncc2nc(CCc3ccccc3)c(=O)n(C3CC3)c2n1	12%
COc1ccc(C)cc1NC(=O)c1nnn(Cc2cccc(F)c2)c1N	15%
CCC(Oc1ccccc1)C(=O)N1CCC(C(N)=O)CC1 (configuration not stated)	-2%
COC(=O)C(O)(NC(=O)NC(C)=O)C(F)(F)F (configuration not stated)	-2%
CC(C)CCN1C(=O)c2ccc(C(=O)NCC3CCCO3)cc2C1=O (configuration not stated)	-4%
Cc1ccc(CSC2=Nc3ccccc3C3=NC(CC(=O)NCc4ccco4)C(=O)N23)cc1 (configuration not stated)	-3%
CCOC(=O)c1c(N)n(CCCOC(=O)c2ccco2)c2nc3ccccc3nc12	-2%
Cc1cc(O)c2c(c1)C(=O)c1cc(O)cc(O)c1C2=O	10%&12%&-2%
CC(C(=O)Nc1ccccc1-c1ccccc1)N1CCN(C(=O)c2ccco2)CC1 (configuration not stated)	-1%
COCC(=O)Nc1cccc(Br)c1	-2%
COc1cc(OC)cc(-c2cc3nc4c(c(N5CCN(c6cnccn6)CC5)n3n2)CCCC4)c1	-1%
CCc1nnc(N2CCN(c3ncnc4c3oc3ccccc34)CC2)s1	-3%
CCc1ccccc1N(CC(=O)Nc1cccc(N(C)S(C)(=O)=O)c1)S(C)(=O)=O	-3%
CCOC(=O)N1CCN(C(=O)CCCN2C(=O)CSc3nc(C)cc(C)c32)CC1	9%
Cc1ccc(C)c(NC(=O)CSc2nnc(Cc3cccn3C)n2-c2ccc(F)cc2)c1	9%
CCCCN(C)C(=O)C1CCN(CCCc2ccccc2)CC1	-3%
Cc1ccc(-c2nc3ccccc3n3nnnc23)cc1	-4%
COc1ccc(OC)c(NC(=O)CSc2nnc(CNc3ccc(C)cc3C)o2)c1	-6%
Cc1occc1-c1nnc(SCC(=O)N2CCN(c3ccc(F)cc3)CC2)n1C	7%
CSc1cccc(NC(=O)CN2C(=O)c3ccccc3S2(=O)=O)c1	11%
O=C(Cn1c(=O)n(Cc2ccco2)c(=O)c2ccccc21)Nc1cccc(Cl)c1	13%
CN(C)C(=O)CSc1nc(SCC(=O)N(C)C)n(-c2ccccc2)n1	-5%
CC1=C(C(=O)Nc2ccccc2)C(c2ccncc2)C(C#N)=C(SCC(=O)NC2CC2)N1 (configuration not stated)	0%
Cc1ccc(C)n1CCN1CCN(C(=O)CSc2nc3ccccc3nc2N2CCOCC2)CC1	-4%
O=C1CCC(=O)c2oc3ccccc3c2N1	6%

Further structures:
SMILES	AmpC inh det
O=C(CCn1nc(-c2ccc(Cl)cc2)ccc1=O)NCCCN1CCCCCC1	14%
O=c1c2ccccc2nc(-c2ccccc2)n1Cc1ccco1	11%
Cc1ccc2c(c1)[nH]c1c(N3CCN(Cc4ccccc4)CC3)ncnc12	-2%
O=C(Cn1ncc2c(=O)oc3ccccc3c21)NCCCN1CCCC1=O	11%
CCOC(=O)c1cnc2c(C#N)c(C)nn2c1-c1ccccc1	10%
COc1ccccc1-c1nnc(SCC(=O)N2CCC(C)CC2)o1	2%
CC(C)CCN(C(=O)CNC(=O)c1ccco1)C(C(=O)NC1CCCCC1)c1ccco1 (configuration not stated)	-1%
O=S(=O)(c1ccccc1F)N(Cc1ccco1)Cc1nnc(-c2ccccc2Br)o1	-1%
S=C(c1ccc(N2CCOCC2)cc1)N1CCCCC1	0%
CCCC1CCC(C(=O)Nn2c(C)nc3ccccc3c2=O)CC1 (configuration not stated)	-2%
CCCCN1CCC[C@@H]1CNC(=O)c1cc(C#N)c2ccccc2c1OC	-3%
Cc1ccc(-n2ncc3c(=O)[nH]c(SCC(=O)N4CCCC4)nc32)cc1C	17%
CCOC(=O)c1cccc(NC2c3ccccc3C(=O)N2Cc2ccco2)c1 (configuration not stated)	4%
Cc1nn(Cc2ccccc2Cl)c(C)c1N	0%
O=C(CSc1nnc(-c2ccc(S(=O)(=O)N3CCOCC3)cc2)o1)c1ccccc1F	-1%
COc1cc2[nH]c(=S)n(CC3CCCO3)c(=O)c2cc1OC (configuration not stated)	-1%
O=C(CN1CCN(C(=O)c2ccco2)CC1)Nc1ccc(Cl)c(C(F)(F)F)c1	-2%
CCOP(=O)(c1ccc(N(C)C)cc1)C(O)c1ccc(Cl)cc1 (configuration not stated)	0%
Cn1c(Cn2c(=O)sc3ccccc32)nnc1SCC(=O)NCC1CCCO1 (configuration not stated)	4%
O=C(CN1C(=O)c2cccc3cccc1c23)N1CCN(c2cccc(Cl)c2)CC1	-1%
CN1[C@@H]2CC[C@H]1CC(OC(=O)c1c[nH]c3ccccc13)C2 (some centres not stated)	1%
COc1ccccc1NC(=O)CSc1nnc(Cc2cc(=O)[nH]c(=O)[nH]2)n1-c1ccccc1	9%
Cc1ccc(Cl)cc1N(CC(=O)N1CCCCCC1)S(C)(=O)=O	3%
NCCCCCc1nnc(SC/C=C/c2ccccc2)o1	-2%
COc1cc(C2c3c(-c4cc(C)cc(C)c4O)n[nH]c3C(=O)N2CCCO)cc(OC)c1OC (configuration not stated)	-4%

Some of the entries so far, as a markdown table:
| Molecule | AmpC inh det |
| --- | --- |
| Oc1ccc(-c2nc3ncccn3c2Nc2ccc3c(c2)OCO3)cc1 | -5% |
| O=C(NCCN1CCCCC1)c1c(O)c2ccccc2[nH]c1=O | 11% |
| CCOCCCn1c(SCC(=O)Nc2ccc(C(N)=O)cc2)nc2ccccc2c1=O | 0% |
| COc1ccc(S(=O)(=O)N2CCC(C(N)=O)CC2)c2ccccc12 | -6% |
| COC(=O)c1ccc(C(NC(=O)OCc2ccccc2)/C(I)=C/[C@@H](C)C(=O)NCc2ccc(OC)c(O)c2)cc1 (some centres not stated) | 12% |
| CN(C)c1ncc2nc(CCc3ccccc3)c(=O)n(C3CC3)c2n1 | 12% |

Following part:
SMILES	AmpC inh det
COc1ccc(NC(=O)N(Cc2cc3cc(OC)ccc3[nH]c2=O)CC2CCCO2)cc1 (configuration not stated)	21%
COc1ccc(Oc2ncc3nc(-c4ccc(Cl)cc4)c(=O)n(CCC#N)c3n2)cc1	0%
Cc1ccc(S(=O)(=O)NC(CC(=O)N2CCC3(CC2)OCCO3)c2ccco2)cc1 (configuration not stated)	-4%
O=C(NCc1ccccc1)NC1CCCCC1	0%
Cc1cc(=O)[nH]c(N2CCN(Cc3ccccc3)CC2)n1	-5%
CCOC(=O)C1=C(CSc2nc(C)ccc2C#N)OC(N)=C(C#N)C1c1cccc(OC)c1OC (configuration not stated)	-2%
CCC(OC(=O)CC1Sc2ccccc2NC1=O)C(=O)NCC1CCCO1 (configuration not stated)	7%
COC(=O)c1ccc(C(/C=C/[C@@H](C)C(=O)NCc2ccccc2)NC(=O)OCc2ccccc2)cc1 (some centres not stated)	23%
COC(=O)c1ccccc1NC(=O)Nc1cnccn1	-2%
O=c1cc(CO)oc(CN2CCC(Cc3ccccc3)CC2)c1O	0%
O=c1ccn([C@@H]2O[C@@H](COP(=O)(O)OP(=O)(O)O)[C@H](O)[C@@H]2O)c(=O)[nH]1	-4%
CCN(CC)S(=O)(=O)c1cccc(C(=O)N2CCCCC2)c1	-4%
Cc1nn(CC(=O)Nc2ccccn2)c(=O)c2ccccc12	-3%
CCCC(=O)Nc1nnc(COC)s1	-6%
COCCn1nnnc1CN(Cc1cccnc1)Cc1cc2cc(OC)ccc2[nH]c1=O	8%
CN(CCc1ccccn1)S(=O)(=O)c1ccccc1F	-2%
COC(=O)c1nc2n(n1)C(c1cccc(Cl)c1)C1=C(CC(C)(C)CC1=O)N2 (configuration not stated)	11%
COc1ccccc1-c1cc(C2CC2)nc(N)c1C#N	4%
CN1CCN(CCN2CCn3c2nc2ccccc23)CC1	21%
O=C1C(C=NCCCN2CCCC2=O)=C(O)c2ccccc21	-8%
CC(C)(C)n1nnnc1C(c1cccc(C#N)c1)N1CCC(Cc2ccccc2)CC1 (configuration not stated)	29%
CC(C)C(=O)Nc1cccc(C(=O)NCc2ccc(S(N)(=O)=O)cc2)c1	0%
Cc1ccc(S(=O)(=O)C2(C(=O)NCc3ccc4c(c3)OCO4)CC2)cc1	11%
NC(=O)C1CCN(C(=O)Nc2ccccc2)CC1	1%

A run of entries taken from the entries so far, as a working copy:
SMILES	AmpC inh det
O=C(CN(CC1CCCO1)C(=O)CCC(=O)Nc1nccs1)NCc1ccc2c(c1)OCO2 (configuration not stated)	10%
CCCCNC(=O)CS(=O)Cc1nc(-c2cccs2)oc1C (configuration not stated)	4%
CN1Cc2sc(N)c(C#N)c2CC1(C)C	1%
Cc1nc2cnc(N3CCOCC3)nc2n(C2CC2)c1=O	0%
CCOc1ccccc1N1CC(C(=O)Nc2nccs2)CC1=O (configuration not stated)	-1%
Cc1ccc(C)c(-n2c(SCC(=O)NCC3CCCO3)nnc2-c2ccoc2C)c1 (configuration not stated)	-4%
FC(F)Sc1nnc(-c2cccs2)n1-c1ccccc1	-4%

Compound activity deposited in PubChem by National Center for Advancing Translational Sciences (NCATS).
